Bioassay records deposited in PubChem BioAssay by Sanford-Burnham Center for Chemical Genomics.
SENP8 inh = human SENP8 protease inhibitors, primary screen, biochemical, fluorescence, Nedd8 protein substrate, uHTS; Sentrin-specific protease 8 (Homo sapiens), Q96LD8; recombinant SENP8; inhibition, % at 20 µM; hit rate 0.64% among 360,000; AID 602440, 2012; in the data active means inhibition mostly above about 40%, no sharp cut-off; inactive means mostly below about 27%
Target sequence (Q96LD8 whole entry, looked up): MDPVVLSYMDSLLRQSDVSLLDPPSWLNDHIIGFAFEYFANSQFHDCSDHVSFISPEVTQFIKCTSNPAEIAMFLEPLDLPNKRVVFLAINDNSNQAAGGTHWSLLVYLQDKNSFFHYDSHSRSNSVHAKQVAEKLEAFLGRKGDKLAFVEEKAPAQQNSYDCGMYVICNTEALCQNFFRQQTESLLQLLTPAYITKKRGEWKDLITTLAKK
SENP1 FRET inh = human SENP1 catalytic domain inhibitors, primary screen, biochemical, FRET, uHTS; Sentrin-specific protease 1 (Homo sapiens), Q9P0U3; recombinant SENP1 catalytic domain, CyPet-SUMO1-YPet FRET cleavage; inhibition, % at 10 µM; hit rate 0.21% among 360,000; AID 624204, 2012;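 active means inhibition at least 30% at 10 µM, raw YFP signal under a set limit, fluorescence ratio 0.5 to 1.5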;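 further: 0% = enzyme with DMSO and 100% = no enzyme wells; some results filed as inactive read as strong as hits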
Target sequence (Q9P0U3 419-644 limits assumed): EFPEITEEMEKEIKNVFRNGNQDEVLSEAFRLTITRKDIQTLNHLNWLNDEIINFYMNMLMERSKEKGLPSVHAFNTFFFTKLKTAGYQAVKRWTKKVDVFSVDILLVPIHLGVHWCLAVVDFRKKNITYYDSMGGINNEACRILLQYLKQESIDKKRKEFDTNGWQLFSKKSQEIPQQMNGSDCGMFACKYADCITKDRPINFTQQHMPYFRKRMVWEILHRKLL
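Assay system: hSENP1 catalytic domain, recombinant. Amount: SENP1 enzyme, 20 pM final. Schedule: 50 min reaction, RT, dark. Technique: FRET, CFP and YFP emission. Control set: no-enzyme wells low, DMSO-plus-enzyme wells high control.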
MPTP block = mitochondrial permeability transition pore inhibitors, primary screen, biochemical, isolated mouse mitochondria, absorbance. Ca2+ swelling absorbance, 30 min. inhibition, % at 10 µM. hit rate 1.4% among 360,000. AID 602449, 2012;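 active means inhibition of 50% or more, scaled per plate between neutral and stimulator controls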;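 further: 0% = DMSO wells given calcium and 100% = 1 mM EGTA wells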
The depositor's hits bear a star; i = inactive; & = joins results of further samples.

SMILES	SENP8 inh	SENP1 FRET inh	MPTP block
O=C(NC(c1ccc(Cl)cc1)c1cnccn1)C1CCN(Cc2ccc(Oc3ccccc3)cc2)CC1 (stereo not given)	7	-1	1.5
CCC(=O)N1CCC(C)(C(=O)Nc2cc(OC)c(OC)c(OC)c2)C1 (stereo not given)	24	3	1.0
COC(=O)[C@]12CCCCC=C1N(Cc1ccco1)C(=O)[C@H](CC(=O)NCc1cccs1)C2	12	-1	-1.5
CC(C)(C)NC(=O)C1c2ccccc2OCC(=O)N1C1CC1 (stereo not given)	10	2	-0.8
Cc1ccc(N2CCN(C(CCc3ccccc3)C(=O)Nc3c(C)cccc3C)CC2)cc1 (stereo not given)	22	2	2.0
CN(C)CCNC(=O)c1cccc(-c2cc(NC=O)c3ncc(-c4cccc(C(F)(F)F)c4)n3c2)c1	-312	-27	-3.3
CCOC(=O)[C@]12CCCC=C1N(CCC1=CCCCC1)C(=O)[C@H](CC(=O)NCCCOC)C2	27	0	14
CC1(C(=O)NCc2ccccc2)CN(S(C)(=O)=O)CC(=O)N1CCCN1CCOCC1 (stereo not given)	16	-1	0.9
CC(C)c1ccc(NC(=O)C2(C)Cc3c(-c4ccc5c(c4)OCO5)ccnc3O2)cc1 (stereo not given)	-61	0	1.3
O=C(NCc1ccccc1Cl)[C@H]1CCCN1C(=O)[C@H]1CCCN1C(=O)c1ccc(Cl)cc1	-2	0	1.6
CCCNC(=O)c1cc(C2CCCCN2S(=O)(=O)c2ccc(C#N)cc2)on1 (stereo not given)	11	2	-0.8
COc1ccc(Cl)cc1-c1cc(C(=O)NCc2ccc(C(F)(F)F)cc2)[nH]n1	8	0	1.9
CCOC(=O)C1=CCC(c2ccc(C)cc2)N(S(=O)(=O)c2ccc(C)cc2)C1 (stereo not given)	9	0	-0.6
COc1c(C)cc(C(O)c2ncc(-c3ccccc3C(F)(F)F)[nH]2)cc1C (stereo not given)	20	-1	1.2
CCOC(=O)C1(C)CCCN(C(=O)c2c(F)cccc2F)C1 (stereo not given)	9	1	0.5
CCOc1ccc(Cl)cc1-c1cc(C(=O)Nc2ccc(Br)cc2)[nH]n1	8	0	13
CC(C(=O)NC(C)(C)C)n1c(-c2ccccc2)nc2ccccc21 (stereo not given)	5	1	0.7
CC(=O)Nc1cc(-c2cccc(C(=O)NCCO)c2)cn2c(-c3ccc(F)c(Cl)c3)cnc12	-274	-4	0.7
COc1ccc(C(C)(O)c2nc(-c3cccc(C(F)(F)F)c3)cs2)cc1 (stereo not given)	-5	0	2.1
COc1ccccc1NC(=O)Nc1nc(C(N)CCc2ccccc2)cs1 (stereo not given)	15	1	5.6
CC(C)Nc1nc(NCCOc2ccccc2Cl)c2sccc2n1	-25	2	25
CCCCNC(=O)C[C@@H]1C[C@@]2(C(=O)OC)CCCCC=C2N(CCc2ccc(OC)c(OC)c2)C1=O	20	1	-1.6
CC1(C(=O)NS(=O)(=O)c2ccccc2)CCN1C(=O)Cc1ccccc1 (stereo not given)	26	0	-0.4
CNc1cccc(-c2cccc(C(=O)N3CCOCC3)c2)n1	-21	1	0.4
COC(=O)[C@@]1(Cc2ccc(F)cc2)[C@H]2c3cc(C(=O)N(C)C)n(Cc4ccc(Cl)c(C(F)(F)F)c4)c3C[C@H]2CN1C(=O)c1ccccc1	-19	-3	0.5
O=C1NC[C@H](Cc2ccc(O)cc2)N(C[C@H]2CCCN2C[C@H](Cc2ccc(O)cc2)N2C[C@H](Cc3ccc(O)cc3)N(CCc3ccccc3)C(=O)C2=O)C1=O	13	3	-0.2
CC(C)Oc1cc(F)ccc1-c1cc(C(=O)Nc2ccccc2)[nH]n1	12	-2	2.5
CCCCn1nnnc1C1(C)CCC(=O)N1CCCn1ccnc1 (stereo not given)	35	1	-4.2
COc1ccc(CCN2C(=O)CCC2(C)c2nnnn2-c2c(C)cccc2C)cc1OC (stereo not given)	11	1	-2.1
Cc1ccc(CNc2nc3cc(-c4ccccc4)sc3c(=O)n2C)c(C)c1	-80	0	2.4
COCc1cccc(-c2csc(C(O)c3ccc(F)c(OC)c3)n2)c1 (stereo not given)	19	2	1.5
CC(C)C[C@H]1CNC(=S)N1C[C@H]1CCCN1C[C@H](CC(C)C)N1C[C@H](Cc2ccc(O)cc2)N(CCc2ccccc2)C1=S	8	2	3.7
O=S1(=O)CC(N2CCN(CCO)CC2)CN1CCc1ccccc1 (stereo not given)	6	-17	-0.3
Cc1ccc(Cn2c(C)c(C(=O)NCc3ccc(Cl)c(Cl)c3)sc2=O)cc1	2	-5	1.1
NC(c1csc(Nc2nccc(C(F)(F)F)n2)n1)C1CCCCC1 (stereo not given)	14	-2	3.6
CC(C)N1CCC1(C)C(=O)Nc1ccc2cn[nH]c2c1 (stereo not given)	7	1	0.0

Record cards, as listed above. Values in the order: SENP8 inh, SENP1 FRET inh, MPTP block
COCc1cccc(-c2csc(C(O)c3ccc(F)c(OC)c3)n2)c1 (stereo not given) is listed as 19, 2, 1.5
Cc1ccc(Cn2c(C)c(C(=O)NCc3ccc(Cl)c(Cl)c3)sc2=O)cc1 is listed as 2, -5, 1.1
CC(C)N1CCC1(C)C(=O)Nc1ccc2cn[nH]c2c1 (stereo not given) is listed as 7, 1, 0.0
NC(c1csc(Nc2nccc(C(F)(F)F)n2)n1)C1CCCCC1 (stereo not given) is listed as 14, -2, 3.6
O=S1(=O)CC(N2CCN(CCO)CC2)CN1CCc1ccccc1 (stereo not given) is listed as 6, -17, -0.3

Further structures
SMILES	SENP8 inh	SENP1 FRET inh	MPTP block
O=S1(=O)N[C@@H](Cc2ccccc2)COc2cccc(N3CCC[C@@H]3CO)c21	-12	0	-0.2
O=C1NC[C@H](Cc2ccc(O)cc2)N(C[C@@H]2CCCN2C[C@H](Cc2ccccc2)N2C[C@H](Cc3ccccc3)N(CCc3ccccc3)C(=O)C2=O)C1=O	13	0	-0.2
O=c1ccn([C@@H]2O[C@H](CNCc3ccccc3OCc3ccc(Cl)cc3Cl)[C@@H](O)[C@H]2O)c(=O)[nH]1	16	0	0.4
O=C1N(c2ccccc2)c2ccccc2[C@]12C[C@H](O)CO2	13	1	0.2
CC1(C(=O)NS(=O)(=O)c2cccc(F)c2)CCN1C(=O)Cc1cccc2ccccc12 (stereo not given)	10	0	0.6
CCOC(=O)[C@]12CCC=C1N(Cc1ccccc1)C(=O)[C@H](CC(=O)N1CCCC1)C2	13	-4	-0.5
COC(=O)/C=C1\OCc2cc(C)ccc21	13	-1	2.2
CC(C)NC(=O)C1(C)CN(S(C)(=O)=O)CC(=O)N1C1CCCCCC1 (stereo not given)	2	-2	0.1
Cc1ccc(CN2CCC(C)(Oc3ccc(Cl)cc3)C2)cc1 (stereo not given)	19	1	2.0
COc1cc(Cn2c3ccc(NC(=O)CCc4ccc(O)cc4)cc3c(=O)n2C)ccc1F	i	11	-0.5
Cc1nccn1-c1ccc(NC(=O)[C@H]2O[C@@H](n3cnc4c(N)ncnc43)[C@H](O)[C@@H]2O)cc1	26	0	-1.2
CC(C)NC(=O)C1Cc2c(-c3ccc(Cl)cc3)ccnc2O1 (stereo not given)	10	0	-0.9
CC(C)Cc1ccc(-c2cc3nc(NCc4cccc(Cl)c4)ccn3n2)cc1	i	-19	1.5
CCOC(=O)C(=O)N(C)c1c(CC)nc2c(OCc3ccc(OC)cc3)cccn12	20	1	1.7
Cn1nc(C(C)(C)C)cc1C(=O)N1CCCCC1c1cc(C(=O)N2CCOCC2)no1 (stereo not given)	3	0	0.1
CC(C)(O)C#Cc1ccc(N2C(c3ccsc3)=Cc3ccc(F)cc3C2c2c[nH]c3ccccc23)cc1 (stereo not given)	-395	-39	3.0
COC(=O)C1=CN(c2ccc(F)cc2)C(N)=C(C#N)C1c1cccc(F)c1 (stereo not given)	-48	-1	0.3
COC(=O)c1ccc2nc(-c3ccc(OC)c(OC)c3)c(Cc3ccc(C)cc3)n2c1	-360	9	0.0
CCNC(=O)C1CCCN(C(=O)c2ccc3c(c2)CCO3)CC1 (stereo not given)	11	1	-2.1
CC(C)N1CCC(C)(C(=O)Nc2ccccc2Oc2ccccc2)C1 (stereo not given)	16	0	0.6
CCCNC(=O)C1(C)CCCN(Cc2ccccc2N(C)C)C1 (stereo not given)	18	3	-0.9
NC(Cc1ccccc1)c1csc(Nc2nncc3ccccc23)n1 (stereo not given)	-127	-27	2.3
CC(=O)c1cccc(-c2ccnc3c2CC(C(=O)Nc2cccnc2)O3)c1 (stereo not given)	2	-3	-0.4
CCOc1ccc(CCN2C(=O)C(=O)N([C@@H](Cc3ccccc3)CN3CCC[C@H]3CN3C(=O)C(=O)NC[C@@H]3Cc3ccccc3)C[C@@H]2Cc2ccc(O)cc2)cc1	20	2	-5.5
COCCNC(=O)C1(C)CCCN(C(=O)c2ccc3snnc3c2)C1 (stereo not given)	13	0	-0.9
CN(Cc1ccccc1)Cc1cc(=O)oc2ccccc12	29	3	0.5
CC(C)C(N)c1csc(NC(=O)Nc2cccc(C(F)(F)F)c2)n1 (stereo not given)	18	2	4.6
O=C(NC(c1ccc(-c2ccccc2)cc1)c1cnccn1)C1CCN(Cc2cccs2)CC1 (stereo not given)	14	1	-0.5
CC12CCC(=O)C=C1CCC1C2C(O)CC2(C)C1CCC2(O)C(O)CO (stereo not given)	34	0	-0.7
CC(=O)Nc1cccc(-c2ccnc3c2CC(C)(C(=O)Nc2cccc(NS(C)(=O)=O)c2)O3)c1 (stereo not given)	26	1	0.4
CCNC(=O)c1cc2c(c(-c3cccc(-c4cccnc4)c3)n1)[C@H](CCO)N(S(C)(=O)=O)C2	10	-1	0.0
COc1ccc(C(=O)C(=O)N2CCN(C(=O)OCc3ccccc3)CC2)cc1	22	1	-2.2
CCCCN(C=O)c1c(CC)nc2c(OCc3cc(Cl)cc(Cl)c3)cccn12	16	0	-0.2
CC1(C(=O)Nc2ccc3c(c2)OCCO3)CCN1C(=O)Cc1ccc(-c2ccccc2)cc1 (stereo not given)	31	3	1.4
CCCCC[C@H](C)N1C[C@H](COCc2ccccc2)Oc2cc(N3CCC[C@H]3COC)ccc2S1(=O)=O	11	0	1.1
CC1(C(=O)NCc2cccc(Cl)c2)Cc2c(-c3ccc(C(N)=O)cc3)ccnc2O1 (stereo not given)	15	2	-0.1
CCOC(=O)C1=C[C@@H](C)N(S(=O)(=O)c2ccc(C)cc2)[C@H]1c1ccccc1	5	1	2.0
CC(O)(c1cccc(F)c1)c1nc(-c2cccc(C(=O)O)c2)cs1 (stereo not given)	5	2	-1.4
O=C(NC(c1ccc(-c2ccccc2)cc1)c1cnccn1)C1CCN(Cc2ccc3c(c2)OCO3)CC1 (stereo not given)	15	0	0.1
CC1(C(=O)NCc2ccccc2)CN(S(C)(=O)=O)CC(=O)N1CCc1ccccc1F (stereo not given)	13	-2	-1.2
COC(=O)[C@@]1(Sc2ccc(C)cc2)CC(=O)N[C@@H]1c1ccco1	5	-3	-0.2
CC(CN1CCCCC1)NC(=O)c1scnc1-c1ccccc1 (stereo not given)	6	1	-0.7
CC(C)C[C@@H](CN1CCC[C@H]1CN1C(=O)C(=O)NC[C@@H]1Cc1ccccc1)N1C[C@H](Cc2ccccc2)N(CC2CCCCC2)C(=O)C1=O	6	-1	-3.8
COCCNC(=O)c1sc(=O)n(Cc2ccc(SC)cc2)c1C	4	-3	0.0
O=C(CC[C@H]1O[C@@H](n2cnc3c(NC(=O)c4ccccc4)ncnc32)[C@H](O)[C@@H]1O)NCc1cccc2ccccc12	25	0	-0.3
Cc1cc2nc(C(C)(C)C)c(Cc3ccccc3C(F)(F)F)n2c(C)c1Br	-8	1	2.4
O=C1c2ccccc2C(c2nnnn2Cc2ccccc2)N1Cc1cccc(F)c1 (stereo not given)	4&4	2&2	-1.3&0.4
CC1(C(=O)NS(=O)(=O)c2cccc(Cl)c2)CCN1C(=O)Cc1cc(F)ccc1F (stereo not given)	15	4	-0.1

4 entries from above, as a markdown table.
| molecule | SENP8 inh | SENP1 FRET inh | MPTP block |
| --- | --- | --- | --- |
| CCOC(=O)C1=C[C@@H](C)N(S(=O)(=O)c2ccc(C)cc2)[C@H]1c1ccccc1 | 5 | 1 | 2.0 |
| CC(O)(c1cccc(F)c1)c1nc(-c2cccc(C(=O)O)c2)cs1 (stereo not given) | 5 | 2 | -1.4 |
| O=C(NC(c1ccc(-c2ccccc2)cc1)c1cnccn1)C1CCN(Cc2ccc3c(c2)OCO3)CC1 (stereo not given) | 15 | 0 | 0.1 |
| CC1(C(=O)NCc2ccccc2)CN(S(C)(=O)=O)CC(=O)N1CCc1ccccc1F (stereo not given) | 13 | -2 | -1.2 |

The list goes on:
SMILES	SENP8 inh	SENP1 FRET inh	MPTP block
COCCCN1C(=O)C(CC(=O)NC2CCCC2)CC(C(=O)N(C(C)C)C(C)C)=C1C (stereo not given)	12	-1	1.1
COc1ccc(NC(=O)C2(C)CCN2C(=O)Cc2ccccc2)cc1OC (stereo not given)	7	-1	0.1
COc1cncc(-c2cnc3sc(NCCc4ccccn4)nn23)c1	15	1	0.6
CCOC(=O)[C@]12CCCC=C1N(Cc1ccccc1)C(=O)[C@H](CC(=O)N1CCCC1)C2	18	3	-0.8
CC(=O)Nc1cncc(-c2cccc(C(=O)N3CCOCC3)c2)n1	-13	2	0.3
COc1ccc(CCN2C(=O)COc3ccccc3C2C(=O)Nc2c(C)cccc2C)cc1OC (stereo not given)	4	2	0.5

This is a subset; the hit share may differ from the screen's.
